# From PubChem BioAssay
# M. tuberculosis HTS: M. tuberculosis growth inhibition, HTS (AID 449762) | M. tuberculosis H37Rv growth inhibition, 7H9 media; higher % means a stronger effect | inhibition, % at 25 µM; hits with a dose series show IC50 in µM | actives 0.59% (n = 330,000); in the data active = a potency from the dose series; inconclusive = inhibition above about 70% without an active follow-up result;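 note: bacterial growth assessed after seven days of incubation; strong numbers were not always called active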
# H1N1 NS1A inhibition: H1N1 influenza NS1A inhibitors, functional cell based assay (AID 504329). NS1A functional cell-based assay, percent inhibition; higher % means a stronger effect. inhibition, % at 12.5 µM; hits with a dose series show IC50 in µM. actives 0.3% (n = 340,000); in the data active = a potency from the dose series; inconclusive = inhibition above about 27% without an active follow-up result; note: strong numbers were not always called active
# M. tuberculosis: growth inhibition of non-replicating M. tuberculosis (AID 488890) | Mycobacterium tuberculosis non-replicating, growth inhibition; higher % means a stronger effect | one-dose inhibition, % at 25 µM; IC50 in µM for titrated hits | actives 0.39% (n = 320,000); in the data active = a potency from the dose series; inconclusive = inhibition mostly from about 82% at the one dose, without a potency; inactive = the rest, 99 in 100 with inhibition below about 76%;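 note: plate controls were DMSO cells for no effect and high antibiotic wells for full effect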
# VEEV TC-83 Vero: inhibitors of VEEV TC-83 cytopathic effect, confirmation, Vero cells (AID 588727); Vero cells, VEEV TC-83 cytopathic effect inhibition; higher % means a stronger effect; inhibition, % at 20 µM, or IC50 in µM where a hit was titrated; actives 0.13% (n = 350,000); in the data active = a potency from the dose series; inconclusive = inhibition mostly from about 14% at the one dose, without a potency; inactive = the rest, 99 in 100 with inhibition below about 12%; note: strong numbers were not always called active
# PhoP GFP inhibition: Inhibition of PhoP regulon, Salmonella typhi GFP reporter cells, confirmation, 4 h (AID 1850) | actives 0.33% (n = 310,000) | Salmonella Typhi PhoP-promoter GFP reporter, fluorescence, 4 h; higher % means a stronger effect | one-dose inhibition, % at 50 µM; IC50 in µM for titrated hits; in the data active = a potency from the dose series; inconclusive = inhibition mostly from about 25% at the one dose, without a potency; inactive = the rest, 99 in 100 with inhibition below about 19%;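 note: 0% = induced wells with vehicle and 100% = uninduced wells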
# VEEV TC-83 Vero 10K pilot screen: also measured in VEEV TC-83 Vero; calls as there; inhibition, %; measured here: 10K pilot screen inhibition
# Active calls of the source: *; i = inactive; ? = inconclusive; · = no result given.
SMILES,M. tuberculosis HTS,H1N1 NS1A inhibition,M. tuberculosis,VEEV TC-83 Vero,PhoP GFP inhibition,others
O=C(Nc1cccc(S(=O)(=O)NC2=NCCCCC2)c1)C1COc2ccccc2O1 (stereo not given),-8%,0%,-3%,5.5%,3%,
Oc1cncc(Cc2ccccc2)c1,-5%,-3%,-9%,0.3%,1%,
COC(=O)Nc1nc2c(s1)CCCC2,8%,-6%,39%,2.8%,-5%,VEEV TC-83 Vero 10K pilot screen=0.9
COc1cccc(NC(=O)C2CC(=O)n3cnnc3S2)c1 (stereo not given),1%,-7%,16%,7.1%,11%,
CN1CCN(S(=O)(=O)c2ccc(C3CCCCC3)cc2)CC1,·,-3%,·,2.0%,·,
O=C1CCCC2=C1C(c1ccsc1)CC(=O)N2c1nnc(SCc2ccccc2)s1 (stereo not given),·,-2%,·,2.6%,·,
COc1ccc(O[C@H]2C=C[C@@H](c3ccccc3)O[C@@H]2COC(=O)CC/C(C)=N/O[C@H](C)c2cn([C@@H]3COC[C@H]3O)nn2)cc1,2%,·,9%,·,-1%,
CC(C)CNS(=O)(=O)c1ccc(CCC(=O)Nc2cc(Cl)ccc2Oc2ccccc2)cc1,3%,-5%,27%,9.3%,-10%,
CCN(CC)S(=O)(=O)c1ccc(NC(=O)c2cc(-c3ccccc3)nc3ccccc23)cc1,1%,-3%,-15%,i,5%,
COCCN(C(=S)Nc1cccc(C)c1)C(C)c1cccs1 (stereo not given),3%,3%,-16%,2.5%,-5%,
CCCCn1c(N)c(N(CCOC)C(=O)CCc2ccc(OC)cc2)c(=O)[nH]c1=O,7%,-16%,-17%,i,2%,
CC(C)C(NS(=O)(=O)c1cccs1)C(=O)N(C)Cc1ccccc1 (stereo not given),3%,6%,2%,0.1%,-4%,
O=C(O)c1ccccc1OCc1nc2ccccc2s1,?,1%,?,1.2%,-19%,
Cn1c2c(c(=O)n(C)c1=O)C(NC(=O)c1ccco1)(C(F)(F)F)C(=O)N2 (stereo not given),0%,1%,0%,i,-5%,
Nc1ccn(CC(=O)N2CCN(c3ccccn3)CC2)c(=O)n1,5%,-6%,0%,i,·,
COc1ccc(CCNC(=O)CC2SC(=Nc3cc(C)cc(C)c3)NC2=O)cc1OC (stereo not given),-1%,7%,2%,7.3%,4%,
Cc1ccc(C(=O)N2CCCCC2C(=O)O)o1 (stereo not given),-3%,9%,-12%,0.7%,8%,
O=C(Nc1ccc(Cl)cc1)OCCN1CCOCC1,·,4%,·,i,·,
O=C(Nc1ccc2snnc2c1)N1CCSCC1,-8%,10%,-4%,1.9%,-7%,VEEV TC-83 Vero 10K pilot screen=1.7
COc1ccccc1N=c1oc2cc(O)ccc2cc1C(N)=O,67%,-3%,67%,6.3%,-17%,
O=C(O)C1=C(C(=O)Nc2cccc(C(F)(F)F)c2)CCCC1,-3%,6%,10%,1.9%,-19%,
Cc1ccc(NC2=C(NC(=O)c3ccccc3)C(=O)c3ccccc3C2=O)cc1Cl,61%,17µM*,?,3.4%,2%,
CCOC(=O)c1c(C)[nH]c2c1-c1ccccc1C(=O)C2=O,·,2%,·,1.2%,·,
Cc1ccc(NC2CCCN(C(=O)c3c(C)noc3C)C2)cc1C (stereo not given),-3%,3%,10%,2.9%,-7%,
O=C(NNc1ccc([N+](=O)[O-])cc1)c1ccccc1F,·,-3%,·,0.1%,·,

# Remaining list, next part
SMILES,M. tuberculosis HTS,H1N1 NS1A inhibition,M. tuberculosis,VEEV TC-83 Vero,PhoP GFP inhibition,others
Oc1cc2c(cc1O)CN(C(=S)NCCc1ccc(Cl)cc1)CCC2,27%,7%,11%,4.3%,-11%,
CN(C)CC/C=C1\c2ccccc2Sc2ccc(Cl)cc21,?,14%,?,?,72µM*,
CCCc1cc(=O)oc2c(C)c(OCC(=O)NC3CC(C)(C)NC(C)(C)C3)ccc12,1%,-1%,2%,2.4%,3%,
CC1(C)CC(=O)C2=C(C1)OC(N)=C(C#N)C2C1CC=CCC1 (stereo not given),0%,-1%,-2%,i,-6%,
CCN(CC(=O)Nc1c(F)cccc1F)C(=O)Cc1c(C)nc2ccccc2c1C,-7%,-1%,66%,i,·,
CCOC(=O)CSc1nnc(CSc2nc(C)cc(C)n2)n1Cc1ccco1,-2%,8%,0%,1.9%,-8%,
COc1cc(/C=C(\C#N)C(=O)Nc2ccc3ccccc3c2)c([N+](=O)[O-])cc1OC,6%,3%,-8%,0.1%,8%,
COc1cccc(OC)c1C(=O)Nc1ccccc1NC(=O)c1c(OC)cccc1OC,7%,-6%,1%,1.1%,11%,
O=C(N/N=C\c1cccnc1)c1ccccc1O,2%,-4%,23%,1.4%,-6%,
O=[N+]([O-])c1ccc(O)c(/C=N\N=C2c3ccccc3-c3ccccc32)c1,-1%,-6%,73%,0.4%,-11%,
Cc1cccc(NC(=O)CSCC(=O)OCc2ccccn2)c1,1%,10%,2%,0.1%,7%,
COc1cccc(C(=O)Nn2c(C)nnc2-n2nc(C)cc2C)c1,-3%,-1%,-26%,i,2%,
COc1ccc(NC(=O)CC2SC(N3CCOCC3)=NC2=O)c(OC)c1 (stereo not given),0%,-11%,3%,3.2%,·,
C=CCCC(=O)Nc1ccc(COC(=O)N2CCOCC2)cc1,-4%,-6%,1%,0.9%,-6%,
c1ccc2c(CSc3nnc(-c4ccncc4)o3)cccc2c1,-2%,-10%,73%,i,15%,
COc1ccc(S(=O)(=O)N(C)C[C@@H]2Oc3ccc(NC(=O)Nc4c(C)noc4C)cc3C(=O)N([C@H](C)CO)C[C@@H]2C)cc1,1%,-51%,32%,0.7%,·,
COCC(=O)Nc1cc(Cl)ccc1C(F)(F)F,3%,·,1%,·,3%,
Cc1cc(=O)n2nc(N3CCCC3C(=O)Nc3cccc(F)c3)sc2n1 (stereo not given),3%,4%,8%,i,1%,
COc1cc(/C=C2\SC(=S)N(Nc3ncc(C(F)(F)F)cc3Cl)C2=O)ccc1O,7%,-2%,30%,5.7%,-1%,
CC1CCN(CCOc2ccc(C(=O)c3ccccc3)cc2)CC1,-3%,-1%,11%,i,14%,
Cc1ccccc1-n1cc(CNC(=O)CC2C(=O)NCCN2C/C=C/c2ccccc2)cn1 (stereo not given),-7%,11%,21%,1.1%,4%,
CN(c1ccccc1)S(=O)(=O)c1ccc2[nH]c(=O)oc2c1,6%,2%,2%,1.3%,4%,
O=C1OC(Nc2ccccn2)c2ccccc21 (stereo not given),-1%,7%,2%,3.7%,-1%,
CCOc1ccc(NC(=O)CSC2=NCCN2)cc1,?,13%,56%,2.9%,17%,
COc1ccc(N2CCN(C(=O)COC(=O)c3cccc(S(=O)(=O)Nc4cccc(C)c4)c3)CC2)cc1,-7%,8%,2%,5.9%,-7%,

# Further records
SMILES,M. tuberculosis HTS,H1N1 NS1A inhibition,M. tuberculosis,VEEV TC-83 Vero,PhoP GFP inhibition,others
CC(C)N(C(=O)COC(=O)c1ccccc1C(=O)c1ccc(Cl)c([N+](=O)[O-])c1)C(C)C,-4%,0%,32%,10%,12%,
O=c1oc(C2(O)CCCCC2)cc2ccc(Br)cc12,-5%,2%,8%,0.2%,·,VEEV TC-83 Vero 10K pilot screen=1.6
C/C(CCc1ccccc1)=N\NC(=O)c1ccccc1[N+](=O)[O-],-1%,4%,4%,2.3%,-4%,
COc1ccc(/C=C/C(=O)O)cc1S(=O)(=O)N1CCCC1,-9%,-7%,-1%,0.9%,-1%,
CCNc1nc(NCC)n2c(SC(C)C(=O)c3ccc(C)cc3)nnc2n1 (stereo not given),-10%,0%,9%,1.3%,-3%,
O=C(Cn1cnc([N+](=O)[O-])n1)N/N=C/c1ccccc1O,-7%,9µM*,43%,4.1%,8%,
O=C1c2ccccc2C(O)N1c1cccnc1 (stereo not given),1%,24%,2%,0.8%,11%,
COc1ccc([C@H]2CC(=O)C=C(c3ccc(C)c([N+](=O)[O-])c3)C2)cc1,17%,-14%,37%,5.1%,·,
C[n+]1nc(Nc2ccccc2)sc1-c1ccc(O)cc1,5%,10%,3%,0.8%,11%,
CN(CC(=O)Nc1cccc(F)c1)CC(=O)N(C)CC(=O)Nc1ccccc1Br,-9%,-11%,6%,0.6%,·,
CS(=O)(=O)c1nc(-c2ccccc2)c(-c2ccccc2)[nH]1,6%,-15%,-8%,1.8%,1%,
Cc1nn(-c2ccccc2)c(Cl)c1/C=C1\SC(=S)N(C)C1=O,3%,11%,-18%,2.6%,-14%,
COc1cc(NC(=O)COc2ccc(C)c(C)c2)ccc1NC(=O)c1ccco1,-5%,-9%,62%,0.1%,-3%,
O=C(Nc1ccc(N2CCCC(O)C2)cc1)c1snc2c(=O)[nH]cnc12 (stereo not given),1%,11%,13%,0.3%,-4%,
CCOC(=O)c1c(C)[nH]c(C)c1S(=O)(=O)N1CCN(C(=O)c2ccco2)CC1,6%,-9%,5%,i,10%,
Cc1ccc2oc(C(=O)NCC3CCOCC3)c(C)c2c1,-10%,-7%,-10%,5.3%,-8%,
O=C(Cc1n[nH]c(=O)[nH]c1=O)N/N=C/c1cccc(O)c1,3%,9%,-2%,8.7%,-20%,
CC(=O)Nc1ccc(NC(=O)CSc2nnc(-c3cc(C)[nH]n3)n2N)cc1,4%,-3%,1%,0.6%,10%,
COc1cc(CN(C2CCCCC2)S(=O)(=O)c2ccc(S(=O)(=O)N(C)C3CCCCC3)cc2)cc(OC)c1OC,19%,-9%,-6%,i,-6%,
O=C(Nc1ccc(O)c(-c2nc3ccccc3s2)c1)C1=COCCO1,-3%,-6%,0%,1.7%,-8%,
O=C(COc1ccccc1)NCC(=O)N1CCCCCC1,-4%,-10%,18%,0.5%,·,
CC(=O)N1CCCN(Cc2cn(-c3cc(C)ccc3C)nc2-c2ccccc2)CC1,5%,10%,10%,i,6%,
O=C(CCS(=O)(=O)c1ccc(Br)cc1)Nc1ccccn1,-6%,-2%,9%,1.6%,-9%,
C=C1C(=O)C23C(O)C1CCC2C12CCCC(C)(COC(C)=O)C1C(O)C3(O)OC2 (stereo not given),·,0%,·,i,·,
CCN(CC)S(=O)(=O)c1ccc(N2CCc3ccccc3C2)nc1,7%,-4%,44%,2.0%,-3%,

# (continued)
SMILES,M. tuberculosis HTS,H1N1 NS1A inhibition,M. tuberculosis,VEEV TC-83 Vero,PhoP GFP inhibition,others
Cc1ccc(Cn2c(CN3CC(C)OC(C)C3)nc3c2c(=O)[nH]c(=O)n3C)cc1 (stereo not given),-2%,1%,8%,i,2%,
Cn1c(CCNC(=O)c2ccco2)nc2cc(NC(=O)c3ccco3)ccc21,0%,-2%,1%,2.5%,-3%,
CCOc1ccccc1NC(=O)CN(c1ccc(C)cc1)S(=O)(=O)c1c(C)noc1C,-3%,15%,9%,i,5%,VEEV TC-83 Vero 10K pilot screen=2.7
CC1CCCCC1NC(=O)CN1CCN(Cc2ccccc2Cl)C1=O (stereo not given),-9%,-6%,19%,0.3%,-6%,
N#C/C(=C\c1ccc(O)c(Br)c1)C(=O)NCc1ccccc1,14%,7%,28%,5.1%,12%,
O=C1c2ccccc2-c2cccc(NS(=O)(=O)c3ccc(C(F)(F)F)cc3)c21,-14%,6%,-2%,0.2%,5%,
Cc1cc(C)nc(NC(=O)Nc2ccc3c(c2)OCO3)c1,0%,0%,-4%,0.5%,-1%,
c1ccc2c(c1)ncn2Cc1nnc2sc(-c3ccncc3)nn12,-2%,-20%,6%,0.1%,4%,
Cc1ccc(NC(=O)c2c(Cl)n(C)c3ccccc23)cc1,?,0%,61%,8.8%,-5%,
COc1ccc(-c2nc3ccccc3nc2-c2ccc(OC)c(OC)c2)cc1OC,11%,-12%,6%,2.1%,1%,

# In the list so far, these have a furan ring, fused or not:
SMILES,M. tuberculosis HTS,H1N1 NS1A inhibition,M. tuberculosis,VEEV TC-83 Vero,PhoP GFP inhibition,others
Cn1c2c(c(=O)n(C)c1=O)C(NC(=O)c1ccco1)(C(F)(F)F)C(=O)N2 (stereo not given),0%,1%,0%,i,-5%,
Cc1ccc(C(=O)N2CCCCC2C(=O)O)o1 (stereo not given),-3%,9%,-12%,0.7%,8%,
CCOC(=O)CSc1nnc(CSc2nc(C)cc(C)n2)n1Cc1ccco1,-2%,8%,0%,1.9%,-8%,
COc1cc(NC(=O)COc2ccc(C)c(C)c2)ccc1NC(=O)c1ccco1,-5%,-9%,62%,0.1%,-3%,
CCOC(=O)c1c(C)[nH]c(C)c1S(=O)(=O)N1CCN(C(=O)c2ccco2)CC1,6%,-9%,5%,i,10%,
Cc1ccc2oc(C(=O)NCC3CCOCC3)c(C)c2c1,-10%,-7%,-10%,5.3%,-8%,
Cn1c(CCNC(=O)c2ccco2)nc2cc(NC(=O)c3ccco3)ccc21,0%,-2%,1%,2.5%,-3%,
